Platelet DG rel: platelet dense granule release activity; human platelet-rich plasma, SFLLRN dense granule ATP release, luminescence; AID 1663; 300,000 tested, 0.22% active; inhibition, %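 (compounds screened at 7.5 µM in platelet-rich plasma)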;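 active = mean replicate score, as percent of positive control, at or above 50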
HSF1 inh: HSF1 inhibition; NIH3T3-HGL HSE-luciferase, MG132-induced, luminescence 8 h; hits give low values; activity change, negative = inhibition, % at 7.5 µM (by protocol); 300,000 tested, 0.77% active; AID 2098;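 active = more than half of replicate wells show activity change below -50%, luminescence cut by over half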;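 also: luciferase reports HSF-1 transcriptional activity via heat shock element; 0% = median of DMSO wells and -100% = zero luminescence signal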
DYRK1A inh: inhibitors of rat Dyrk1A kinase; ADP-Glo luminescence, NFATc1 peptide; inhibition, % at 12.5 µM; 310,000 tested, 0.43% active; in the data active = inhibition above about 50%;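 also: plate controls were vehicle with enzyme for no effect and no enzyme for full effect; many of its hits are not listed in these tables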
IEC-6 cytotox: IEC-6 cytotoxicity, counter-screen for KLF5 inhibitors; luminescence viability; inhibition, % at 5 µM; 290,000 tested, 0.78% active; AID 1825; in the data active = inhibition above about 22%;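 also: 0% = plate median of test compound wells and 100% = cytotoxic reference compound wells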
aSyn 5UTR inh: 5' untranslated region of α-synuclein, MLPCN primary screen | alpha-synuclein 5'UTR reporter, inhibitor activity | inhibition, % (tested at 7.5 µM) | 300,000 tested, 0.82% active; in the data active = inhibition above about 60%;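 also: H4 neuroglioblastoma cells stably carrying SNCA 5'UTR luciferase fusion; 0% = DMSO wells and 100% = positive control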
HSP90 inh: inhibitors of HSP90 luciferase refolding in rabbit reticulocyte lysate | luciferase refolding luminescence, 3 h | inhibition, % at 5.6 µM | 290,000 tested, 0.91% active | AID 1789;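 active = inhibition above the screen-wide mean plus 3 SD, computed separately per campaign, cut at about 16% in these data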;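 also: 0% = DMSO wells and 100% = 60 µM geldanamycin wells; inhibitors lower the luminescence because luciferase stays unfolded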
HSF1 activator: increases HSF-1 driven luciferase reporter signal | AID 504408 | 300,000 tested, 1.7% active | activation, % at 9 µM | NIH3T3-HGL HSF-1 luciferase reporter, MG132, 8 h; 100% = twice DMSO control signal;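 active = mean replicate activation of at least 50% with a set share of replicates each reaching 50%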;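 also: 0% = median of the neutral control wells and 100% = twice that signal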
KLF5 inhibitor: suppresses KLF5 promoter-driven expression. DLD-1 KLF5 promoter-luciferase reporter, luminescence. inhibition, % at 5 µM. 290,000 tested, 0.23% active;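 active = inhibition above a per-plate limit of that plate's mean compound inhibition plus 3 SD, cut at about 60% in these data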;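 also: 0% = DMSO wells and 100% = LY294002 at 200 µM; higher means less KLF5 promoter-driven luciferase light; inactives centre near -14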
GSK3 alpha inh: blocks human GSK-3 alpha kinase. P49840. ADP-Glo luminescence, 60 min. inhibition, % at 10 µM. 320,000 tested, 0.1% active;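 in the data active = inhibition above about 50%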;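 also: GST-tagged GSK-3 alpha with peptide substrate and 25 µM ATP; 0% = DMSO neutral wells and 100% = GW8510 positive control wells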
Target sequence (P49840 whole entry, looked up): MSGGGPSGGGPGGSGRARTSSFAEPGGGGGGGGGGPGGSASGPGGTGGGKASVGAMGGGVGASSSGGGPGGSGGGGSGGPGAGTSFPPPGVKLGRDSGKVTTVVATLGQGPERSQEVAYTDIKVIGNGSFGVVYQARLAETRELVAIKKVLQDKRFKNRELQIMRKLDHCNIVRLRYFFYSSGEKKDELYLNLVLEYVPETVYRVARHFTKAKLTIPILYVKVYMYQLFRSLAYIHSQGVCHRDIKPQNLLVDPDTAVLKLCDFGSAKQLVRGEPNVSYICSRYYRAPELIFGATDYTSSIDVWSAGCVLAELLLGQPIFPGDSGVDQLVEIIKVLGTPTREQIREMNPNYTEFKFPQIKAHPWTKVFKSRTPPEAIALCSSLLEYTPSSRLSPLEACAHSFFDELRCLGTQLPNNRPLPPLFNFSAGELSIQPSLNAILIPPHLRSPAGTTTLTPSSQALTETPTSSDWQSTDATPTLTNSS
GSK3beta inhib: human GSK3beta kinase inhibition; P49841; GST-GSK3beta kinase, ADP-Glo luminescence, 60 min; hits give low values; activity score (negative = inhibition), % at 10 µM; 300,000 tested, 0.038% active; AID 2097;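 active = more than half of replicate wells score below -50%, meaning over 50% inhibition versus plate controls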;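 also: 0% = median DMSO wells and -100% = median GW8510 positive control wells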
Target sequence (P49841 whole entry, looked up): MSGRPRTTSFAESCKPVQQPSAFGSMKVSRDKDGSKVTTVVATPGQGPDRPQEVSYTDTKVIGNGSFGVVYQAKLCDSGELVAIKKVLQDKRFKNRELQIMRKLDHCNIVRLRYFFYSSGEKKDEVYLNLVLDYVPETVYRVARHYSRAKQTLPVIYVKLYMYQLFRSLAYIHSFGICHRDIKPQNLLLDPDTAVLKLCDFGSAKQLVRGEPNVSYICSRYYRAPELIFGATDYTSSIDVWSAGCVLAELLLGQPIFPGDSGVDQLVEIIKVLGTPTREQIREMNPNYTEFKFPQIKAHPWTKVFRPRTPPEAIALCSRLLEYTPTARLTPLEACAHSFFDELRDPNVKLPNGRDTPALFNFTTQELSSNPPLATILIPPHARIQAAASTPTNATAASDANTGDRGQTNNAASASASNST
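Test system: GST-tagged human GSK3beta kinase, cell-free; evaluation: activity score scaled between in-plate DMSO and GW8510 controls; measured by: ADP-Glo luminescence; incubation: 60 min reaction, RT; benchmarks: DMSO and 20 µM GW8510; reagent: peptide substrate plus 25 µM ATP (final); medium: Tris/MgCl2 kinase buffer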
Starred values were filed as active, the others as inactive; . = not tested or not shown. Some of the compounds tested (hit frequency here may not be typical).

smiles,Platelet DG rel,HSF1 inh,DYRK1A inh,IEC-6 cytotox,aSyn 5UTR inh,HSP90 inh,HSF1 activator,KLF5 inhibitor,GSK3 alpha inh,GSK3beta inhib
Cc1noc(NS(=O)(=O)c2ccc(NC(=O)CCN3C(=O)c4ccccc4C3=O)cc2)c1C,-1,-1,-6,-7,-24,-2,-5,-20,-5,3
COCCNc1c2c(c(C#N)c3nc4ccccc4n13)CCCC2,25,-4,17,2,20,-1,8,-24,10,-5
CCOC(=O)c1cc2occc2n1Cc1c(F)cccc1Cl,3,6,-4,0,-3,1,-5,0,-6,-2
CN(C)c1ccc(/C=C/C(O)=C2/C(=O)N(C)C3(C)CC2c2ccccc2O3)cc1 (centres undefined),-1,7,.,2,-46,0,14,-7,.,-2
CCOC(=O)N1CCC(N2CCN(S(=O)(=O)c3ccc4ccccc4c3)CC2)CC1,0,0,-2,1,25,1,22,-16,.,-5
CCOC(=O)C1=C(C)N(C)C(C)=C(C(=O)OCC)C1c1ccccn1,-8,-1,-4,2,18,-1,-2,-29,1,2
O=C(CSc1nccn1Cc1ccco1)Nc1cccc(F)c1,-1,-74*,.,3,-29,-1,-79,-36,2,2
COc1ccccc1-c1n[nH]c(=S)n1N,6,4,.,1,2,0,1,-20,-2,1
O=C1CCCN2N=C(SCC(=O)Nc3ccc(Cl)cc3)SC2=N1,23,8,0,2,-20,0,19,-12,-1,-2
CCN(CC)c1ccc(-c2sc(Nc3ccccc3)n[n+]2-c2ccc(F)cc2)cc1,8,11,-4,-1,-55,4,18,-5,2,-1
COc1ccc(CCNC(=O)c2ccc(=O)[nH]c2)cc1OC,-24,-4,-1,3,-9,-4,-7,-13,-1,3
CC(C)(Oc1ccc(Cl)cc1)C(=O)NNC(=O)c1ccc(Br)o1,.,.,-5,-8,.,-4,.,-29,.,-1
Cc1ccccc1C(=O)Nc1ccc(S(=O)(=O)N2CCN(C)CC2)cc1,-1,-2,2,-5,5,-2,11,-10,-1,2
Cc1ccsc1CNCC(O)c1ccccc1 (centres undefined),0,8,-5,-2,8,4,-6,-21,-2,0
OCCN1CCN(c2nc(-c3ccccc3)c3cc(Br)ccc3n2)CC1,3,1,-2,2,11,-1,-12,-34,1,-3
Cc1[nH]n(-c2ccccc2)c(=O)c1N=Nc1ccc(C#N)cc1,4,0,-9,4,33,6,10,-17,-1,2
CC(C)(C)C(=O)NC(=S)NCCc1ccccc1,2,7,-10,-8,-92,-1,2,-52,0,1
O=C1CSC(c2cccnc2)N1CC1CC1 (centres undefined),-19,-5,.,2,-7,-6,5,-42,1,0
CNS(=O)(=O)c1cccc(C(=O)OCc2csc(-c3ccccc3)n2)c1,-1,34,2,0,-33,0,67*,-7,-2,0
Cc1ccc(S(=O)(=O)NCCNc2ccc([N+](=O)[O-])cc2)cc1,-2,-5,4,6,22,4,25,-11,-1,3
CCOC(=O)N1CCN(CC(=O)N2c3ccccc3CCc3ccccc32)CC1,-12,-5,0,-5,8,1,2,-9,5,1
O=S(=O)(c1ccc(Cl)c(NC(=S)N/N=C/c2c(F)cccc2F)c1)N1CCOCC1,3,-10,-3,7,7,5,18,-4,2,-1
O=C1CC(N2CCC(c3nc4ccccc4o3)CC2)C(=O)N1c1ccc(Cl)c(C(F)(F)F)c1 (centres undefined),7,13,-2,0,-4,-2,23,-22,-6,-3
Cc1ccc(C)c(N2CCN(C(=O)CCNC(=O)Cn3ccc4ccccc4c3=O)CC2)c1,7,-5,-5,-7,18,-3,-7,-10,-3,0
Cc1ccc(Cl)cc1-c1ccc(/C=N/n2cnnc2)o1,10,-4,2,-10,26,0,-3,-14,-1,3
CN1CCN(S(=O)(=O)c2ccc(NS(=O)(=O)c3ccccc3)cc2)CC1,-1,-5,-6,0,9,1,-12,9,-2,-1
CCN(CC)CCCNC(=O)c1cc2nc3c(c(C(F)(F)F)n2n1)CCc1ccccc1-3,6,-9,-3,9,-19,4,-13,-25,-4,-6
COc1ccc(-c2nc(N)n(C(=O)c3ccccc3)n2)cc1,1,3,3,-3,4,-1,18,-13,.,-1
CC1CN(C(=O)COC(=O)[C@@H]2CC(O)CN2S(=O)(=O)c2ccc3c(c2)OCCO3)CC(C)O1 (some centres undefined),1,0,-4,-5,1,0,-12,-15,0,2
O=C(CN1C(=O)/C(=C\c2cccc(Cl)c2)Sc2ccccc21)NCCCN1CCOCC1,-2,50,-2,2,-1,0,90*,18,-3,2
COc1ccc(OC)c(C2=NOC(C(=O)NCC3CCCO3)C2)c1 (centres undefined),0,1,11,-7,11,4,-3,-3,-2,4
CCC(C)c1ccc(O)c(NC(=S)NC(=O)c2cccnc2)c1 (centres undefined),-38,54,9,14,-9,-4,72*,-11,1,-1
CC(C)CN(CC(C)C)C(=O)C12CCC(C)(C(=O)O1)C2(C)C (centres undefined),4,-4,1,4,8,-3,-11,-36,-2,-1
COc1cc(NC(=O)Cc2ccccc2)ccc1NC(=O)Cc1ccccc1,12,-4,5,-3,12,1,-9,-33,0,2
CCc1ccc(NC(=O)CN2C(=O)CSC2=O)cc1,-1,-3,-6,-4,-24,1,5,-26,0,3
N#Cc1c(C(F)(F)F)cc(-c2ccc(Cl)cc2)[nH]c1=O,-4,6,-1,4,5,0,9,18,0,5
Cc1[nH]c(C)c(S(=O)(=O)N2CCN(c3ccc(Cl)cc3)CC2)c1C(=O)N1CCCC1,-3,0,-4,7,11,-1,-3,-6,.,0
O=C1c2ccccc2C(=O)N1CCCCN(C(=O)c1ccco1)c1ccc(Cl)cc1,5,13,-3,4,16,6,26,2,2,1
Cc1ccc(OCC(=O)Nc2ccc(NC(=O)c3cccs3)cc2)c(C)c1,0,-16,-4,-2,-49,3,-28,-21,-5,.
Cc1cccc(OCC(=O)N/N=C/CC(C)c2ccccc2)c1C (centres undefined),-10,-2,-1,3,20,2,13,-7,.,0
COc1cc(NC(=O)Cn2nc(C(F)(F)F)c3c2CCCC3)cc(OC)c1OC,0,9,-10,-5,-15,0,17,-14,0,2
CCn1cc(C(=O)O)c(=O)c2cnc(N3CCN(C(=S)NC(=O)c4ccc(Cl)cc4Cl)CC3)nc21,3,-4,1,-5,10,0,-3,-16,-1,1
C/C(CCc1ccccc1)=N\NC(=O)COc1ccccc1C,-8,2,17,-1,-9,5,-11,-3,0,-2
COc1ccc(-c2nc(C#N)c(N3CCC(C(N)=O)CC3)o2)cc1,-6,3,3,2,5,6,19,-43,0,2
CC(NC(=O)c1ccc(Cl)s1)C1CCCO1 (centres undefined),0,-3,0,-2,-11,1,-4,-27,-1,0
O=C(CN1CCOCC1)N/N=C/c1cc2ccccc2nc1Cl,-36,4,6,6,1,-1,39,-31,-3,-3
COc1cc(C2C(C#N)=C(N)Oc3cc(N)ccc32)cc(OC)c1OC (centres undefined),.,.,-1,-1,.,1,.,7,-1,.
O=C(CCC(=O)Nc1ccc(F)cc1)N/N=C/c1c[nH]c2ccccc12,1,-1,8,2,-5,-4,-9,-12,0,1
COCC(=O)OCc1cc2cccc(C)c2[nH]c1=O,3,-8,2,2,26,-1,5,-19,-2,3
O=C(CCS(=O)(=O)c1ccc(Br)s1)N1CCc2ccccc21,-1,7,0,-2,-56,0,10,-25,-2,1
CCCCC(=O)Nc1nnc(-c2ccc(OC)cc2)s1,-2,19,13,-1,-61,-2,14,-31,1,2
CCOc1ccccc1C(=O)Nc1nnc(CC)s1,4,1,3,1,-93,6,9,-34,4,0
Cc1ccc(C(=O)O/N=C/c2ccc(N(C)C)cc2)cc1,18,-1,.,-11,-53,-4,-6,-24,.,0
Cc1cc(C)n2nc(SCc3nnc(SCc4ccccc4)s3)nc2n1,5,-1,-2,0,-2,0,-2,-29,-2,0
Cc1c(NC(=S)NC(=O)C(C)(C)C)c(=O)n(-c2ccccc2)n1C,11,0,-3,1,18,-3,-6,-4,2,2
COc1ccccc1N1C(=O)CC(N2CCN(c3ccc(F)cc3)CC2)C1=O (centres undefined),-4,-13,0,-10,-7,-1,-30,-18,0,-1
O=C(COc1ccc2ccc(=O)oc2c1)NC1CCCC1,18,-2,.,5,16,-2,8,-43,-4,-1
COc1ccc(-c2noc(-c3ccco3)n2)cc1OC,3,17,0,2,-110,-1,22,-147,-1,0
CC(C)(C)NC(=S)NCc1ccc2c(c1)OCO2,8,6,4,-2,3,-2,11,-15,3,-1
O=C1NC2(CCCc3ccccc32)C(=O)N1CCOc1ccc(Br)cc1 (centres undefined),-6,-3,-3,-4,19,-5,-22,-50,-1,-2

Continuation.
smiles,Platelet DG rel,HSF1 inh,DYRK1A inh,IEC-6 cytotox,aSyn 5UTR inh,HSP90 inh,HSF1 activator,KLF5 inhibitor,GSK3 alpha inh,GSK3beta inhib
CCC(=O)N(CCC1(C(C)C)CCOC(C)(C)C1)Cc1ccco1 (centres undefined),7,-2,0,-3,-18,0,7,-4,-3,-4
Cc1cc(=O)[nH]c(SCC(=O)N2CCCc3ccccc32)n1,-3,1,8,1,-17,-1,7,4,0,-3
Cc1cnc(C(=O)Nc2nnc(C3CC3)s2)cn1,2,4,-3,-1,-97,-3,10,-18,-1,2
O=C(CSCCO)Nc1cc(C(F)(F)F)ccc1Cl,-2,-4,3,-3,6,2,15,-5,0,3
Cc1nnc(Cn2cnc3c2c(=O)n(C)c(=O)n3C)o1,-5,-10,-1,2,39,-1,-18,6,-2,1
OCCN(CC#CC(O)(c1ccccc1)c1ccccc1)CCO,4,5,-6,2,-1,2,-4,-28,-3,0
Cc1ccc2nc(NC(=S)NC(=O)c3cccs3)sc2c1,3,14,-3,3,-104,7,9,-24,-1,0
COc1ccc(CS(=O)c2nc(C)cc(C)c2S(C)(=O)=O)cc1 (centres undefined),2,3,-3,-2,9,0,-3,-3,2,5
C/C(=N\NC(=O)C1CCCN(S(=O)(=O)c2ccccc2)C1)c1ccccn1 (centres undefined),1,11,3,-4,67*,-1,22,-32,0,2
COc1ccc(C2C(C(C)=O)=C(C)Nc3ncnn32)c(OC)c1OC (centres undefined),-1,2,-4,1,-7,2,30,2,0,0
CN(C)CCn1c(=O)n(Cc2ccccc2)c(=O)c2c3c(sc21)CCCCC3,4,3,2,-3,-1,2,18,-24,-2,5
COc1ccc(NC(=O)OCCN2CCN(Cc3ccccc3)CCC2=O)cc1,0,-3,-5,2,-9,-1,5,-1,2,2
COc1ccc(C2(C(N)=O)CCCCC2)cc1OC,1,-8,2,3,19,5,-5,-9,3,0
CCCCOc1ccc(CSc2ncn[nH]2)cc1,-8,31,-13,-5,-52,1,86*,-32,2,0
Nc1ncccc1OCc1ccc(Br)cc1,-7,12,.,-5,-159,-4,21,-104,.,6

High-throughput results (PubChem)
